Source: PubChem (National Center for Advancing Translational Sciences (NCATS))
GCN5L2 inh – inhibitors of human GCN5L2 histone acetyltransferase; GCN5L2 HAT assay, ThioGlo1 CoA-SH fluorescence; Potency, µM (highest dose often 58.9 µM), without a hit: at the top dose activity change, negative = inhibition, usual class: inhibitors; hit rate 0.21% among 390,000
Target sequence (Q92830 whole entry, looked up): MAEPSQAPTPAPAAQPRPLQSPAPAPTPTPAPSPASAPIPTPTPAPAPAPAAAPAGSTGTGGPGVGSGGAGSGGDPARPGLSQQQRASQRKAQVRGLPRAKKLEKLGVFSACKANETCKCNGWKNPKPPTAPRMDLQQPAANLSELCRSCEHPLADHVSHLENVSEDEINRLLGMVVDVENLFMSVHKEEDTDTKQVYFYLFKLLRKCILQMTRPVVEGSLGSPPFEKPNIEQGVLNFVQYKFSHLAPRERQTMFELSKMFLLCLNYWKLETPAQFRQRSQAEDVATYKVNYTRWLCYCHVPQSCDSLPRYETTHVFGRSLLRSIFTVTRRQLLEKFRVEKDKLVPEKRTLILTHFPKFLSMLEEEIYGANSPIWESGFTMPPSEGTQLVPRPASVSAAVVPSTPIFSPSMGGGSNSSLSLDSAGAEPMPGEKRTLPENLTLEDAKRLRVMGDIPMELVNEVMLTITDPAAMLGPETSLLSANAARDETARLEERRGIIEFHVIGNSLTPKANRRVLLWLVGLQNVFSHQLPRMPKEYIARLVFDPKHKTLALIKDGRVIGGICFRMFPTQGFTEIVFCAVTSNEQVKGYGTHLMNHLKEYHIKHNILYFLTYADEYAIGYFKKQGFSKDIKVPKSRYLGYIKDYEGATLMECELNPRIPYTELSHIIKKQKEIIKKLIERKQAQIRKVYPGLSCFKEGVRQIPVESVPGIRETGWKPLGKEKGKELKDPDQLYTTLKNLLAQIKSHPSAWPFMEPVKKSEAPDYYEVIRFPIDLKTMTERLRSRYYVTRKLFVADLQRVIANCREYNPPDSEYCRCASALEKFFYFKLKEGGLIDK
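Preincubate 20nM GCN5L2 with compound 15 min, RT → add 50uM ThioGlo1 + 75uM H3(1-25) + 70uM acetyl-CoA → read fluorescence 0 and 20 min. Primary qHTS; fluorescent artifacts likely.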
DT40 TDP1 no CPT – qHTS for Inhibitors of human tyrosyl-DNA phosphodiesterase 1 (TDP1): qHTS in cells in absence of CPT | DT40 Tdp1-/- hTDP1 cells, no CPT, ATP luminescence, 48 h | Potency, µM (doses to about 46.2 µM), without a hit: top-dose activity change, negative = growth inhibition, most hits filed as inhibitors | hit rate 15% among 420,000 | AID 686978, 2013; further: nearly all actives have a fitted effect of over 55% in size
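A cellular qHTS used chicken DT40 cells lacking endogenous Tdp1 but carrying stably transfected human TDP1. Compounds were applied without camptothecin, and cell growth kinetics were judged by ATP-dependent luminescence after ≥48 hr.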
TDP1 cell CPT – growth inhibition of DT40 Tdp1-/-;hTDP1 cells with camptothecin (screen for TDP1 inhibitors); chicken DT40 Tdp1-/-;hTDP1 cells + 20 nM CPT, ATP luminescence, 48 h; AID 686979; hit rate 12% among 420,000; Potency, µM (series often up to 46.2 µM), for inactives: at the highest dose activity change, negative = growth inhibition, usual class: inhibitors; further: nearly all actives have a fitted effect of over 55% in size
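Chicken DT40 Tdp1-/- cells complemented with human TDP1, 400 cells/well, exposed to compounds plus 20 nM camptothecin for at least 48 h at 37 C; viability read as ATP content by CellTiter-Glo luminescence.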
* = called active by the depositor; ? = inconclusive; · = no result given; [ ] = another dose, or the depositor's remark. The call rests on the fitted dose curve; in most records, active means well fitted curve in the direction sought with a large enough effect; inconclusive means small, poorly fitted or top-dose-only effect, or another doubt; inactive means no such curve, though single readings can be large; an effect the other way counts as inactive or inconclusive. On the % scale 0 is the no-effect control and ±100 the full control effect; potency means the concentration at half of the fitted maximal effect. Only part of the results is shown; count on the stated rates, not on these rows.

structure | GCN5L2 inh | DT40 TDP1 no CPT | TDP1 cell CPT
Cn1c(=O)c2c(nc(SCCCO)n2Cc2ccccc2Cl)n(C)c1=O | -5.7% | -20.5% | -4.4%
CC1(C(=O)NS(=O)(=O)C2CC2)CCN(C(=O)C2(c3ccc(Cl)cc3)CCCC2)C1 (centres undefined) | · | -18.7% | -13.8%
Cc1ccc(C)c(S(=O)(=O)N2CCN(C(=O)c3cncc(Br)c3)CC2)c1 | 3.6% | ? | 2.7%
CC(C)C[C@@]12C(=O)N(c3cccc(F)c3)C(=O)N1[C@H](c1ccc(Cl)cc1)[C@@H]1C(=O)N(C3CCCCC3)C(=O)[C@@H]12 | -8.6% | -17.7% | -27.1%
COc1ccc(OC)c(NC(=O)c2c(NC(=O)CCC(=O)O)sc3c2CCCCC3)c1 | -0.2% | ? | ?
O=C(CNC(=O)c1cccc(OC(F)F)c1)OCn1nnc2ccccc2c1=O | -10.5% | 4.2% | 4.9%
COc1ccc(CCNC(=O)CCc2c(C)nc3cc(-c4ccccc4OC)nn3c2C)c(OC)c1 | -11.7% | 16.4µM* | ?
CC(=O)N1CCN(c2ccc(NCc3ccc(C(C)C)cc3)cc2)CC1 | -2.5% | ? | ?

Fetched one by one from above:
structure | GCN5L2 inh | DT40 TDP1 no CPT | TDP1 cell CPT
CC(C)C[C@@]12C(=O)N(c3cccc(F)c3)C(=O)N1[C@H](c1ccc(Cl)cc1)[C@@H]1C(=O)N(C3CCCCC3)C(=O)[C@@H]12 | -8.6% | -17.7% | -27.1%
CC(=O)N1CCN(c2ccc(NCc3ccc(C(C)C)cc3)cc2)CC1 | -2.5% | ? | ?
Cc1ccc(C)c(S(=O)(=O)N2CCN(C(=O)c3cncc(Br)c3)CC2)c1 | 3.6% | ? | 2.7%

Carrying on:
structure | GCN5L2 inh | DT40 TDP1 no CPT | TDP1 cell CPT
Nc1ccc(S(=O)(=O)Nc2nccc(/C=C/c3ccc(Cl)cc3)n2)cc1 | -2.6% | -3.7% | 0.5%
COCCCNCC1C(Oc2ccc(Cl)cc2)C(=O)N1c1ccccc1C (centres undefined) | -0.4% | 16.4µM* | ?
COc1cc2c(cc1OC)-c1nnc(C)n1C1(CCCC1)C2 | 3.1% | -18.6% | -18.2%
Cc1ccc(N(C)S(=O)(=O)c2cccc(C(=O)OCC(=O)c3c(N)n(C)c(=O)n(C)c3=O)c2)cc1 | -5.3% | 18.4µM* | ?
Cc1cc(C)cc(NC(=O)COC(=O)CNC(=O)C2CCCCC2)c1 | 0.9% | 0.0% | -25.8%
O=C(N/N=C/c1ccc2c(c1)OCO2)c1ccc(COCC(F)(F)C(F)F)cc1 | -8.9% | 1.2% | -12.9%
Cc1cnc(NCCc2ccccc2)s1 | -5.2% | ? | -19.7%
COc1ccc(Cc2nc3ccc(C(=O)NC(C)c4cn(C)nc4C)cc3o2)cc1 (centres undefined) | -6.6% | -19.9% | ?
O=C(Nc1ccccc1Br)c1cnn2c1NC(=C1CC1)C=C2C(F)F | · | ? | -5.3%
Cc1cccc(C(=O)Nc2sc3c(c2C(=O)O)CCC3)c1 | -6.2% | 3.0% | -1.0%
CC(C(=O)NC1=NCCS1)N1C(=O)C2CC=CCC2C1=O (centres undefined) | -5.2% | 0.7% | -12.2%
Cc1cc(-c2n[nH]c(=S)n2/N=C/c2cccs2)n[nH]1 | -5.5% | -2.9% | -12.3%
CC(C)OC(=O)Nc1ccc2c(c1)N(C(=O)CCN(C)C)c1ccccc1CC2 | -15.4% | -1.1% | -26.6%
Cc1nccn1CC(O)COc1ccccc1 (centres undefined) | -1.8% | -0.5% | 1.5%
O=C(CSc1n[nH]c(=O)n1-c1ccccc1)N1CCOCC1 | -9.9% | -5.3% | 2.4%
CCOP(=O)(c1ccc(N(C)C)cc1)C(O)c1cc(OC)c(OC)c(OC)c1 (centres undefined) | -16.6% | -19.4% | -25.7%
CCOc1cccc(C(=O)Nc2cccc(-c3nc4ncccc4o3)c2C)c1 | -4.3% | ? | -8.4%
COc1cccc(-c2nc(S(=O)(=O)c3ccc(C)cc3)c(N3CCCCCC3)o2)c1 | -3.1% | 4.61µM* | 23.1µM*
CC(=O)c1cccc(NC2c3ccccc3C(=O)N2Cc2ccc3c(c2)OCO3)c1 (centres undefined) | -3.7% | 20.6µM* | ?
CC(C)N1C(=O)S/C(=C\c2ccc(-c3ccc(Cl)c(C(=O)O)c3)o2)C1=O | -22.7% | ? | ?
COCCCn1c(=NC(=O)c2ccncc2)c(C#N)cc2c(=O)n3cccc(C)c3nc21 | -6.0% | ? | ?
CSc1nsc(NN)n1 | · | -5.1% | -1.0%
CCc1onc(C)c1C(=O)O | -7.5% | -12.7% | -0.5%
c1ccc(C2C/C(=N\N3CCOCC3)c3ccccc3O2)cc1 (centres undefined) | 0.9% | ? | ?
CCn1c(SCC(=O)Nc2cc(C)on2)nnc1-c1ccc(S(=O)(=O)N2CCN(C)CC2)cc1 | -3.5% | -22.5% | 6.8%
COc1ccc(-c2nc3cnc(Oc4ccccc4)nc3n(C3CC3)c2=O)cc1 | 4.5% | -4.1% | -0.4%
CCC(=O)N1CCc2cc(Br)cc(S(=O)(=O)N3CCC(C(=O)Nc4ccccc4CC)CC3)c21 | 0.2% | ? | ?
COc1ccc(OC)c2sc(N(CCCN(C)C)C(=O)c3ccco3)nc12 | -0.6% | ? | ?
Cc1cc(NN)nc(Cc2ccccc2)n1 | 7.9% | -4.6% | -24.2%
COc1cc2c(cc1OC)n(CC(=O)Nc1ccc(C)cc1C)c(=O)n1nc(-c3ccccc3)nc21 | -0.3% | 6.0% | 7.5%
O=c1ccc(-c2ccc([N+](=O)[O-])cc2)nn1-c1ccccc1 | -3.9% | -8.3% | -3.4%
CCC(CN(C)C)Oc1cc(NCc2ccccc2)c2ncn(C(C)C)c2c1 (centres undefined) | -8.5% | ? | 25.9µM*

In another format: four of the compounds above
CCC(=O)N1CCc2cc(Br)cc(S(=O)(=O)N3CCC(C(=O)Nc4ccccc4CC)CC3)c21
- GCN5L2 inh = 0.2%
- DT40 TDP1 no CPT = ?
- TDP1 cell CPT = ?
COc1ccc(-c2nc3cnc(Oc4ccccc4)nc3n(C3CC3)c2=O)cc1
- GCN5L2 inh = 4.5%
- DT40 TDP1 no CPT = -4.1%
- TDP1 cell CPT = -0.4%
COc1cc2c(cc1OC)n(CC(=O)Nc1ccc(C)cc1C)c(=O)n1nc(-c3ccccc3)nc21
- GCN5L2 inh = -0.3%
- DT40 TDP1 no CPT = 6.0%
- TDP1 cell CPT = 7.5%
O=c1ccc(-c2ccc([N+](=O)[O-])cc2)nn1-c1ccccc1
- GCN5L2 inh = -3.9%
- DT40 TDP1 no CPT = -8.3%
- TDP1 cell CPT = -3.4%

Further compounds
Second line of a record: GCN5L2 inh	DT40 TDP1 no CPT	TDP1 cell CPT
CCN(CC)CCNC(=O)c1ccc(Cn2c(SCc3ccccc3)nc3cccnc32)cc1
 : 0.5%	-26.4%	-22.8%
Cc1cc2c3c(c1)C(C)CC(C)(C)N3C(=O)C2=C(C#N)C#N (centres undefined)
 : -0.2%	?	?
Cc1ccc(Cl)cc1NC(=O)Cn1nnc2sc3c(c2c1=O)CCC(C(C)(C)C)C3 (centres undefined)
 : -10.9%	4.11µM*	7.31µM*
CCOc1ccc(N=C2C(=O)Nc3ccc(C)c(Br)c32)cc1
 : -14.7%	?	?
O=C(Cn1nc(Cc2ccncc2)c2ccccc2c1=O)Nc1cccc(C(F)(F)F)c1
 : -4.7%	23.1µM*	?
Cn1c(/C=N/Nc2nc3ccccc3[nH]2)nc2ccccc21
 : -7.0%	29.1µM*	?
CC(C)(c1cc(Cl)c(O)c(CN2CCOCC2)c1)c1cc(Cl)c(O)c(CN2CCOCC2)c1
 : ·	?	-27.8%
COc1ccc(C(C)(C)C)cc1NC(=O)CN1C(=O)C(=O)N(Cc2ccco2)C1=O
 : -5.3%	2.3%	1.4%
COc1ccc(OC)c(CN(CCN2CCOCC2)C(=O)Nc2ccccc2)c1
 : 1.0%	-6.8%	-22.1%
Cc1ccc(-c2cn3cc(C)ccc3n2)cc1
 : -2.0%	-25.3%	4.7%
CCCn1c2ccccc2c2cnn(CC(=O)Nc3ccccc3OC)c(=O)c21
 : -7.9%	14.6µM*	23.1µM*
CCOC(=O)[C@]12CCCC=C1N(Cc1ccccc1)C(=O)[C@H](CC(=O)NCCCOC)C2
 : ·	?	?
COC(=O)c1sccc1NC(=O)CC1C(=O)NCCN1C(=O)c1ccc(N(C)C)cc1 (centres undefined)
 : -24.7%	-10.6%	0.2%
COc1ccc(OC)c(NC(=O)C(C)n2c(=O)cc(C)c3c(C)nn(-c4ccccc4)c32)c1 (centres undefined)
 : -9.0%	-4.1%	-29.0%
CN1CCN(CCCNC(=O)c2ccc(CSCc3cccc(Cl)c3)o2)CC1
 : 0.3%	?	?
Cc1ccc(C(=O)NNC(=O)c2ccoc2C)s1
 : -6.0%	-11.0%	?
CNC(=O)C(=O)NCCC1CCCCN1S(=O)(=O)c1cccs1 (centres undefined)
 : -5.9%	1.7%	11.1%
CCOC(=O)c1c(NC(=O)CSc2nc3ccccc3s2)sc(C(C)=O)c1C
 : -2.0%	16.4µM*	7.31µM*
CCNC(=O)CON=C1c2ccccc2-c2ccccc21
 : -0.4%	?	?
COc1cc(OC)cc(C(=O)Nc2cccc3nc(C)ccc23)c1
 : -6.8%	-12.0%	32.3%[activator]
CCOc1ccc(NC(=O)C2CCCN(C(=O)Nc3ccccc3)C2)cc1 (centres undefined)
 : -4.7%	-0.4%	0.6%
Cc1ccc(Oc2ccc(OCC(=O)NC(C)C(=O)O)cc2)cc1 (centres undefined)
 : 0.5%	1.1%	-1.2%
CC(C)n1c(Oc2ccc(F)cc2)nc2c1c(=O)n(C)c(=O)n2C
 : 0.5%	-16.5%	3.3%
Cc1cc(C(F)(F)F)n2ncc(C(=O)O)c2n1
 : -5.6%	-0.8%	-6.8%
COc1ccc(C(=O)OCC(=O)NC(=O)NC2CCCC2)cc1OC
 : -0.8%	-16.7%	?
COC(=O)c1[nH]c2cccc(Cl)c2c1NC(=O)CN1CCN(CCO)CC1
 : -1.8%	-11.3%	-19.9%
CCc1cccc2c(C(=O)COC(=O)/C=C/c3ccc(O)c(OC)c3)c[nH]c12
 : -10.8%	18.4µM*	?
COc1ccc(N2C(S)=C(C#N)C(=O)NC2c2ccc(OC)c(OC)c2)cc1 (centres undefined)
 : -4.9%	-14.5%	?
CN(C)C(CNC(=O)CN1C(=O)NC2(CCc3ccccc32)C1=O)c1ccco1 (centres undefined)
 : -5.1%	3.4%	1.9%
Cc1cccc(-c2oc3ccc(-c4ccc5c(c4)OCO5)cc3c2-c2ccc(OC3CCCCO3)cc2)c1 (centres undefined)
 : ·	-10.7%	-19.1%
COc1ccc(C2=NN(c3nc(-c4ccc(CNC(C)=O)cc4)cs3)C(c3ccco3)C2)cc1 (centres undefined)
 : -3.7%	18.4µM*	20.6µM*
Nc1nc(-c2ccccc2)c(N=Nc2ccc(Cl)cc2)s1
 : -8.4%	-11.1%	1.1%
CCSc1nc2sc3c(c2c(=O)n1-c1ccc(C)cc1)CCCC3
 : -6.7%	8.2µM*	?
CCOc1ccc(Cn2c(CNS(=O)(=O)c3cccc(Cl)c3)nc3cccnc32)cc1
 : -0.1%	?	?
O=C(c1ccc2c(c1)OCO2)N1CCOCC1
 : 0.8%	0.6%	-11.9%
COc1ccc(C2C(C#N)=C(/N=C/N3CCOCC3)OC3=C2C(=O)CC(C)(C)C3)cc1OC (centres undefined)
 : -7.7%	-4.9%	0.6%
CCCc1cc(=O)[nH]c(SCC(=O)Nc2c(C)cccc2C)n1
 : 0.0%	?	-20.6%
CCn1cc(C2=NOC(C(=O)Nc3cccc(C(C)=O)c3)C2)c(C)n1 (centres undefined)
 : -0.3%	?	16.4µM*
NC1CCc2ccc([N+](=O)[O-])cc21 (centres undefined)
 : ·	?	-4.4%
O=C(N/N=C\c1cc(Br)cs1)C1COc2ccccc2O1 (centres undefined)
 : 0.8%	?	?
CC(=O)N(CCCN1CCOCC1)Cc1ccncc1
 : 1.6%	-6.0%	-6.2%
COc1ccc(OCC(=O)NNC(=O)C2CCC2)cc1
 : -0.3%	-5.8%	-23.6%
Cc1ccc(NC(=S)N(CCN2CCCCC2)Cc2ccco2)cc1
 : 2.5%	16.4µM*	?
CN(C)c1ccc(NC(=O)c2cc3c(=O)n4ccccc4nc3n2C)cc1
 : ·	14.6µM*	?
O=C(Nc1c2c(nn1-c1ccc(F)cc1)CS(=O)C2)c1ccc2c(c1)OCO2 (centres undefined)
 : -10.7%	-27.8%	-4.6%
CCOCc1nnc(NC(=O)c2ccc3c(c2)OCO3)s1
 : ·	19.9%	1.8%
COc1ccccc1Cc1c(-c2ccc(Cl)cc2)nc2c3ccccc3ccn12
 : ·	20.6µM*	25.9µM*
COc1ccccc1NC1=Nc2cccc3cccc1c23
 : -3.0%	?	-12.1%
